MITF primary: MITF inhibitors, primary screen, biochemical, AlphaScreen, human; inhibition, % at 2.6 µM; 0.91% of 650,000 active; AID 1259374, 2018; AlphaScreen MITF homodimerization, bead proximity signal; Microphthalmia-associated transcription factor (Homo sapiens), O75030; in the data active means inhibition above about 50%;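 further: 0% = vehicle wells with protein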
TEAD-YAP inh: TEAD-YAP interaction inhibition, primary screen, TEAD-YAP interaction inhibitor project, luminescence, HEK-TIYL cells; TEAD-Gal4/YAP UAS-luciferase luminescence; inhibition, % at 9.12 µM; 1.4% of 640,000 active; AID 1259422, 2018; in the data active means inhibition above about 32%;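 further: 0% = median of test compound wells and 100% = reference inhibitor wells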
GPR151 activ: activators of human GPR151, primary screen, cell-based, PathHunter beta-arrestin, luminescence. PathHunter beta-arrestin GPR151 cells. activation, % at 11.2 µM. AID 1508602, 2020. G-protein coupled receptor 151 (Homo sapiens), Q8TDV0. 1% of 650,000 active; in the data active means activation above about 4.9%;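 further: 0% = median of compound wells and 100% = cells with positive control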
Target sequence (Q8TDV0 whole entry, looked up): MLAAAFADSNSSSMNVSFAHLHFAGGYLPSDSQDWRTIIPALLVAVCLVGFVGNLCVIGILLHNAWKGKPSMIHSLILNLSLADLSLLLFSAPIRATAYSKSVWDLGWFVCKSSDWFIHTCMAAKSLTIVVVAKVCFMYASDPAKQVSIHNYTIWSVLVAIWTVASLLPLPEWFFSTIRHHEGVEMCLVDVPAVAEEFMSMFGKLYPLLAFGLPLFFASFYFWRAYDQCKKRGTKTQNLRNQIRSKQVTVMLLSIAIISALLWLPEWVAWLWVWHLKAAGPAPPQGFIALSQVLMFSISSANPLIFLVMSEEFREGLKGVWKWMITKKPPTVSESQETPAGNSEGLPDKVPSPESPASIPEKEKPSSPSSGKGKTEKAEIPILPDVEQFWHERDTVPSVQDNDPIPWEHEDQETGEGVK
FBW7 activator: FBW7 E3 ligase activators, primary screen, biochemical, AlphaScreen, human | F-box/WD repeat-containing protein 7 (Homo sapiens), Q969H0 | AlphaScreen FBW7–phospho-cyclin E peptide binding, activator screen | normalized activity (activation), % at 26.1 µM | 0.13% of 650,000 active | AID 1259310, 2017; in the data active means normalized activity above about 1.9%;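 further: purified mutant Fbw7 with reduced substrate affinity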
Target sequence (Q969H0 whole entry, looked up): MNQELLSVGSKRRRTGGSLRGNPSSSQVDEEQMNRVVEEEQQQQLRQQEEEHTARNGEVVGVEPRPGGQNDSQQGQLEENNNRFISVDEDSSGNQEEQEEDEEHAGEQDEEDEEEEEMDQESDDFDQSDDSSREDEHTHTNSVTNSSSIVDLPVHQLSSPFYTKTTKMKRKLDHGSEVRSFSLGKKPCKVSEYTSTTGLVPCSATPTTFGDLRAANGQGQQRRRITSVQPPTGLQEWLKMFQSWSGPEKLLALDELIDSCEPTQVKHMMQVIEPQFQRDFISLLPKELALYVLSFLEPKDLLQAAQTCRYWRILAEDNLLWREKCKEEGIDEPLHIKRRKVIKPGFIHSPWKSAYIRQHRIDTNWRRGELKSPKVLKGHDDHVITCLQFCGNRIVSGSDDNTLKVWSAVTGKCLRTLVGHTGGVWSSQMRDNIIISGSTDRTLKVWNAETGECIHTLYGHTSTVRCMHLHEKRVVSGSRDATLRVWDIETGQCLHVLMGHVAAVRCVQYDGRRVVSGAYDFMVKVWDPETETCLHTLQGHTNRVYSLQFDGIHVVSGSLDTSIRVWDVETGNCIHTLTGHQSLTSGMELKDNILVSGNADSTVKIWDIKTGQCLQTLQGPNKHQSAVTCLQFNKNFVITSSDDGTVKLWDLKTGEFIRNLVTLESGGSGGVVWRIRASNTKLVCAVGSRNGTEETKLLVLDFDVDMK
An asterisk follows results filed as active; . = not tested or not shown.

(1) C=CCNC(=O)CC(NS(=O)(=O)c1ccc(OC)cc1)c1ccco1 (configuration not stated)
(2) O=C(Cn1nnc2ccccc2c1=O)c1ccccc1
(3) CCC(C(=O)O/N=C(\N)c1ccc(OC)cc1)c1ccccc1 (configuration not stated)
(4) CCOc1ccccc1Nc1nnc(SC(C(=O)NC(N)=O)C(C)C)s1 (configuration not stated)
(5) O=C(Nc1nc2ccccc2n1Cc1ccccc1)C1CCCCC1
(6) CN1CCc2c(sc(NC(=O)COc3ccc(Cl)cc3)c2C(N)=O)C1
(7) Cc1ccc(C(=O)COC(=O)c2cc(C34CC5CC(CC(C5)C3)C4)n(-c3ccccc3)n2)cc1
(8) COC(=O)c1ccccc1NC(=O)c1cccs1
(9) COc1c(O)cc2oc3cc(O)c(CC=C(C)C)c(O)c3c(=O)c2c1CC=C(C)C
(10) O=C(O)CCC(=O)N1N=C(c2cccs2)CC1c1cn(-c2ccccc2)nc1-c1ccccc1 (configuration not stated)

entry no. | 1 | 2 | 3 | 4 | 5 | 6 | 7 | 8 | 9 | 10
MITF primary | -7.8 | -9.1 | -6.9 | 5.3 | 1.7 | 12.4 | -0.9 | 3.9 | -6.5 | 15.1
TEAD-YAP inh | 4.2 | -59.0 | -7.7 | -0.1 | 12.0 | -8.7 | 4.2 | -50.7 | 10.0 | 4.3
GPR151 activ | -1.3 | -0.3 | 0.0 | 1.1 | -1.5 | 0.5 | 0.3 | -2.3 | -0.1 | 0.0
FBW7 activator | -0.1 | -0.2 | 0.1 | 0.0 | 0.2 | 0.0 | -0.1 | 0.0 | 0.0 | 0.8

(11) COc1ccc(CCN2C(=O)NC(C)(C3CCN(C(=O)c4ccccn4)CC3)C2=O)cc1 (configuration not stated)
(12) COc1ccc(/C=N/NC(=O)CNC(=O)C(c2ccccc2)c2ccccc2)cc1
(13) Cc1nn(CC(=O)NCc2cccnc2)c(=O)c2ccccc12
(14) CCOc1ccc2nc(NC(=O)CC)sc2c1
(15) COC(=O)c1ccccc1NC(=O)COc1ccc(C(C)C)c(C)c1
(16) COc1ccc(NC(C)=O)cc1NC(=O)CN1CCN(CCn2c(C)ccc2C)CC1
(17) O=c1c2sc(=S)n(Cc3ccco3)c2nc(SCc2ccc(F)cc2)n1-c1ccccc1
(18) CC1(C)N=C(c2ccc(Cl)cc2)C(=O)N1
(19) COc1ccc(F)c(CN2CCN(C3CCCC3)C(CCO)C2)c1 (configuration not stated)
(20) CCOC(=O)C1=C(C)NC2=C(C(=O)C(C(=O)OCC)C(c3ccc(OC)cc3)C2)C1c1ccc(OCC)cc1 (configuration not stated)

entry no. | 11 | 12 | 13 | 14 | 15 | 16 | 17 | 18 | 19 | 20
MITF primary | -4.1 | -12.4 | -1.3 | 2.7 | 40.8 | 0.0 | -6.4 | -8.4 | 4.2 | 6.4
TEAD-YAP inh | -18.5 | 8.5 | -5.5 | -31.4 | 0.3 | 0.2 | -9.4 | -4.5 | 5.7 | -8.2
GPR151 activ | 1.2 | -0.1 | 0.0 | -2.0 | -0.1 | -1.1 | -1.1 | -1.7 | 0.9 | -0.7
FBW7 activator | -0.4 | 0.1 | 0.0 | 0.0 | -0.3 | -0.1 | -0.1 | -0.1 | 0.1 | 0.3

(21) O=C(c1ccc([N+](=O)[O-])cc1)N1CCN(Cc2cccc3ccccc23)CC1
(22) Cc1ccc(NC(=O)c2cccc3c2C(=O)N(Cc2cccnc2)C3)cc1F
(23) Cc1cccc(C)c1NC(=O)CSc1nnc(NC(=O)Cc2cccs2)s1
(24) O=C(c1cc(Cl)ccc1[N+](=O)[O-])N(Cc1ccccn1)c1nc2ccccc2s1
(25) COc1ccccc1C1/C(=C(\O)c2ccc(C)cc2)C(=O)C(=O)N1c1cccnc1 (configuration not stated)
(26) O=S(=O)(c1ccc2ccccc2c1)N1CCN(C(c2ccccc2)c2ccccc2)CC1
(27) CCCS(=O)(=O)N1CCN(Cc2cc(OC)ccc2OC)CC1
(28) Cc1c(Cl)cccc1N=Nc1c(N)n[nH]c1N
(29) CCOC(=O)c1ccc(-n2c(C)cn3c4c(=O)n(CC(C)C)c(=O)n(C)c4nc23)cc1
(30) Cc1ccc(S(=O)(=O)N(CC(=O)NCc2ccccc2)c2cccc(Cl)c2)cc1

entry no. | 21 | 22 | 23 | 24 | 25 | 26 | 27 | 28 | 29 | 30
MITF primary | 57.7* | -10.4 | -10.6 | 11.0 | 8.6 | 6.7 | 33.8 | -0.5 | 5.7 | -2.2
TEAD-YAP inh | -5.5 | 3.0 | -6.1 | -1.9 | 1.6 | 5.2 | 6.4 | -35.6 | 6.3 | -5.9
GPR151 activ | 2.0 | 0.5 | 1.0 | -0.8 | -1.3 | 1.0 | -1.1 | 0.5 | 0.9 | 0.0
FBW7 activator | -0.4 | -0.3 | 0.0 | -0.1 | 0.1 | -0.1 | -0.1 | -1.1 | 0.1 | 0.2

(31) CCCN(CCC)CCCNS(=O)(=O)c1cccc2nonc12
(32) CC(=O)c1cccc(-c2cccc(C(=O)Nc3ccc(Oc4ccccc4)cc3)n2)c1
(33) O=S(=O)(c1ccc2c(c1)OCCO2)N1CCn2cccc2C1c1ccc(Br)cc1 (configuration not stated)
(34) Cc1ccc(NS(=O)(=O)c2ccc3c(c2)SCC(=O)N3)cc1F
(35) N#Cc1c(NC(=O)CSc2ccc([N+](=O)[O-])cc2)sc2c1CCCC2
(36) CCNC(=O)[C@@H](NC(=O)c1ccccc1)C(C)C
(37) O=C(CSc1nnc2[nH]c(=O)ccn12)NCc1ccc(F)cc1
(38) CCOC(=O)c1c(NC(=O)c2ccc(OCc3ccccc3)cc2)sc2c1CCCC2
(39) CCOC(=O)C(C)Sc1ccc2nnc(-c3cccnc3)n2n1 (configuration not stated)
(40) O=C1N[C@@H](Cc2c[nH]c3ccccc23)C(=O)N2C[C@@H](NCc3nc(-c4ccccc4)cs3)C[C@@H]12

entry no. | 31 | 32 | 33 | 34 | 35 | 36 | 37 | 38 | 39 | 40
MITF primary | -8.4 | -9.9 | 5.2 | 6.2 | 5.8 | 13.2 | 6.6 | -3.2 | 8.7 | 16.2
TEAD-YAP inh | 0.8 | 13.7 | 11.4 | 8.8 | 18.5 | 1.5 | 3.9 | 1.5 | 1.1 | 4.4
GPR151 activ | -1.3 | 2.0 | 0.4 | 0.3 | 0.9 | 0.9 | -1.3 | 1.0 | 0.2 | -0.2
FBW7 activator | -0.2 | 0.3 | -0.1 | 0.3 | 0.0 | 0.4 | 0.1 | 0.1 | 0.0 | 0.4

The listing continues:
Results follow in this order: MITF primary | TEAD-YAP inh | GPR151 activ | FBW7 activator
[41] CCC(C)NC(=O)c1ccc2c(c1)NC(=O)C(CS(=O)(=O)Cc1ccccc1Cl)N2 (configuration not stated)
  1.7 | -2.9 | 2.3 | -0.2
[42] N#Cc1ccc(NC(=O)COC(=O)COc2ccc(Cl)cc2)cc1
  -3.3 | 4.5 | -0.8 | -0.1
[43] CCn1c(=O)cc(OCC(=O)O)c2ccccc21
  -2.8 | -14.0 | 2.3 | -0.1
[44] Cc1ccc(C(=O)NCC(=O)NCC(=O)OCc2ccc(Cl)cc2)cc1
  0.1 | -5.5 | 1.4 | 0.0
[45] O=C1CSC(c2cccc(C(F)(F)F)c2)N1c1ccc(Cl)c(Cl)c1 (configuration not stated)
  12.8 | -6.9 | -1.7 | 0.1
[46] CCN=C1SC(CC(=O)NC(C)c2ccccc2)C(=O)N1CC (configuration not stated)
  11.7 | 5.1 | 0.0 | 0.5
[47] CCOCCCNC(=O)Cc1cccc2ccccc12
  14.5 | 6.1 | -1.6 | 1.0
[48] Cc1ccc(C2CC(=O)c3cnc(NC(=O)C4CC4)nc3C2)cc1 (configuration not stated)
  -2.6 | 2.4 | -0.2 | -0.1
[49] COc1ccc(-n2nc(C(=O)Nc3ccc(Br)cc3C)c3ccccc3c2=O)cc1
  7.5 | -8.2 | -1.2 | 0.1
[50] CCC(C)N1C(=O)S/C(=C/c2ccc(Cl)s2)C1=O (configuration not stated)
  9.2 | -6.6 | 1.3 | 0.0
[51] C=CCNC1CCN(c2ccc(C(=O)NCCN3CCOCC3)cc2)CC1
  -9.9 | -0.1 | -0.6 | 0.0
[52] Cc1cccc(OCCNc2cc(N3CCN(CCO)CC3)ccc2[N+](=O)[O-])c1
  -8.7 | -10.6 | -0.3 | -0.7
[53] COc1ccc(NC(=O)c2cc3ccccc3cc2O)c([N+](=O)[O-])c1
  10.2 | -39.9 | -0.1 | -0.1
[54] CN(N)c1snnc1-c1ccccc1
  5.9 | 1.3 | -0.2 | 0.0
[55] Cc1[nH]c2ccccc2c1C1=CCN(S(=O)(=O)c2cccc([N+](=O)[O-])c2)CC1
  21.1 | 8.2 | -0.5 | 0.9
[56] COc1cc(C=C(C#N)C#N)ccc1OCC(=O)Nc1ccccc1
  1.9 | -39.7 | 1.4 | 0.1
[57] NC(=O)C(c1ccccc1)C1CCCCC1 (configuration not stated)
  -8.7 | 4.0 | 0.8 | 0.0
[58] CSc1ccccc1NC(=O)COC(=O)CN1C(=O)NC(C)(C)C1=O
  5.9 | -1.6 | -1.4 | -0.1
[59] CC(C)n1c(N2CCN(Cc3ccc4c(c3)OCO4)CC2)nc2c(Nc3ccccc3)ncnc21
  -7.3 | 4.4 | 1.5 | 0.0
[60] Cc1ccc(-n2nc3ccc(NC(=O)COc4ccccc4C)cc3n2)cc1C
  6.0 | -10.9 | -0.6 | 0.2
[61] CC(C)CC(=O)Nc1ccnn1C1CCN(Cc2cccnc2)CC1
  -3.3 | 0.4 | -1.1 | 0.0
[62] O=S(=O)(c1ccc(F)cc1)N1CCn2cccc2C1c1ccc(Br)cc1 (configuration not stated)
  6.4 | 3.2 | -0.7 | -0.2
[63] COCCn1nnnc1C(c1ccc(F)cc1)N1CCN(C2CCCCC2)CC1 (configuration not stated)
  4.6 | 14.7 | 0.7 | -0.2
[64] COc1ccc(-c2[nH]ncc2C(=O)NCc2cccs2)cc1
  4.7 | -0.6 | 3.6 | 0.1
[65] CCOc1c2c(c(OCC)c3ccccc13)C(=O)N(c1ccc(CC(=O)NS(=O)(=O)c3ccccc3)cc1)C2
  -11.1 | . | -1.1 | .
[66] NC(=O)c1ccc(-c2nc(-c3ccc4c(c3)OCCO4)c(-c3ccccn3)[nH]2)cc1
  -12.8 | . | 2.3 | .
[67] CC1(C)CC(=O)C2=C(C1)Nc1nc(-c3ccccc3)nn1C2c1ccc(F)cc1 (configuration not stated)
  6.9 | -8.8 | -0.3 | 0.0
[68] COc1ccc(/C=C2\CCCC3C2=NN(C(=O)c2ccc(C)cc2)C3c2ccc(OC)cc2)cc1 (configuration not stated)
  13.3 | 4.7 | -1.0 | 0.3
[69] COc1cc(/C=N\NC(=O)COc2ccccc2Cl)cc(OC)c1O
  14.2 | -9.5 | -2.2 | 0.7
[70] CC1=CC(C)(C)N2C(=O)C(=O)c3cccc1c32
  -4.1 | -10.5 | -0.8 | -0.1
[71] COc1ccc(Cc2nnc(NC(=O)c3c(-c4ccccc4)noc3C)s2)cc1OC
  -3.0 | 1.7 | 0.9 | 0.1
[72] C=CCn1c(SCC(=O)c2ccc(Br)cc2)nc2cc(C(=O)N3CCC(C(N)=O)CC3)ccc2c1=O
  -4.5 | -2.9 | -1.8 | -0.1
[73] CCOC(=O)C1=CN(C)C=C(C(=O)OCC)C1c1ccc(C)c(Br)c1
  -17.2 | -8.7 | 0.0 | 0.2
[74] Cc1ccc(-c2nc(Nc3ccc(F)c(Cl)c3)c3ccccc3n2)cc1
  -12.2 | -27.2 | 0.6 | -0.3
[75] COc1ccc(CCn2c(SCC(=O)c3ccc(Cl)cc3)nc3ccsc3c2=O)cc1OC
  -8.7 | -8.4 | 1.2 | -0.2
[76] COc1ccc(NC(=O)c2sc3ncn(CC(=O)N4CCOCC4)c(=O)c3c2C)cc1OC
  4.4 | 8.7 | -0.4 | -0.1
[77] CC(C)CO/N=C1/[C@H]2CCn3c(=O)n(Cc4cc5c(cc4Cl)OCO5)c(=O)n3[C@H]2[C@H](O)[C@@H]2O[C@H]12
  3.4 | . | 1.6 | 0.5
[78] Cc1ccc(C)c(OCCOc2ccc(/C=C3/C(=N)N4N=C(C(F)(F)F)SC4=NC3=O)cc2)c1
  17.4 | 10.5 | 0.4 | 0.0
[79] CCOC(=O)c1c(C)oc2c(Br)cc(NS(=O)(=O)c3ccccc3C)cc12
  19.5 | -0.8 | 0.5 | 0.7
[80] COC(=O)C(Cc1ccccc1)NC(=O)c1ccc2c(c1)S(=O)(=O)c1ccccc1C2=O (configuration not stated)
  9.1 | 1.9 | 0.6 | 0.0
[81] O=C(N/N=C/c1cccs1)c1cc(-c2cccs2)[nH]n1
  10.5 | -11.6 | -0.7 | 0.1
[82] Cc1ccc(-c2nnc(Nc3cccc(C(F)(F)F)c3)c3ccccc23)cc1S(=O)(=O)N1CCOCC1
  7.9 | 2.6 | -1.4 | 0.0
[83] COC(=O)c1ccc2c(=O)n(CCc3ccc(S(N)(=O)=O)cc3)c(SCC(=O)Nc3cccc(C(F)(F)F)c3)nc2c1
  0.3 | -7.2 | -0.3 | -0.1
[84] O=C(Nc1c[nH]c(=O)[nH]c1=O)c1ccc2c(c1)C(=O)N(c1ccc(Sc3ccc([N+](=O)[O-])cc3)cc1)C2=O
  -11.9 | 1.9 | 0.1 | 0.0
[85] CC(Cc1ccccc1)NC(=O)CCCN1C(=O)c2ccccc2C1=O (configuration not stated)
  3.7 | -3.4 | -1.1 | 0.0
[86] Cc1c(Cl)cccc1NC(=O)N[C@H]1C[C@H]2C(=O)N[C@@H](C)C(=O)N2C1
  0.1 | 0.8 | -0.4 | -0.2

Source: PubChem
